# Assay outcomes deposited in PubChem BioAssay by National Center for Advancing Translational Sciences (NCATS).
# NPC1 prom act – activators of NPC1 promoter; Huh7 NPC1 promoter luciferase reporter, 24 h; Potency, µM (titrated, usually from 9.22 µM), for inactives: at the top dose activation, hits mostly activators; 320,000 tested, 2.4% active; AID 485313;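 note: potency is the fitted concentration of half-maximal effect; % of control where 0% means no effect; nearly all actives have a fitted effect of over 60% in size; reporter is driven by a mutant NPC1 promoter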
#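 Compounds in DMSO were transferred onto Huh7 NPC1-luciferase reporter cells pre-incubated 2 h; after 24 h at 37 °C, Amplite reagent was dispensed and luminescence recorded 10 min later.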
# RORg inh – inhibitors of mouse ROR gamma transcriptional activity | P51450 | Drosophila S2 Gal4-RORgamma UAS-luciferase reporter, 20 h | Potency, µM (highest dose often 53.6 µM), inactives show at the highest dose activity change, negative = inhibition, usual class: inhibitors | 310,000 tested, 5.4% active | AID 2551; note: potency is the fitted concentration of half-maximal effect; % is set by controls: 0 for no effect and ±100 for the full control effect; nearly all actives have a fitted effect of over 60% in size
# Target sequence (P51450 whole entry, looked up, the tested form may be a part): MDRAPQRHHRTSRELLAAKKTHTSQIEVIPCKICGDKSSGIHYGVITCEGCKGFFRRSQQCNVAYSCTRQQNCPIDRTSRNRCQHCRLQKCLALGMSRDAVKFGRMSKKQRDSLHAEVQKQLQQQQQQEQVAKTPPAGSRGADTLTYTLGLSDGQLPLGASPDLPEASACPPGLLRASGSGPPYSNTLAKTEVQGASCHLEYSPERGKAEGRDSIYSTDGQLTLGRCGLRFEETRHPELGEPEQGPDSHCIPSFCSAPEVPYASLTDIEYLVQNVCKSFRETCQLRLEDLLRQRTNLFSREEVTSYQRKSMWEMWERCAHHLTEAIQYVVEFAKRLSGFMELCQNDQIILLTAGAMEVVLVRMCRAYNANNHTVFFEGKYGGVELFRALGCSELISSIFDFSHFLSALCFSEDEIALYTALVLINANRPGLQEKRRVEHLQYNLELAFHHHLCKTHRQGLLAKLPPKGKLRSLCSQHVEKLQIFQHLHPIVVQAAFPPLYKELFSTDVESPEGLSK
#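 Drosophila Schneider cells stably carrying a metallothionein-driven Gal4 DBD–ROR gamma fusion and a UAS-Photinus luciferase reporter were exposed to compound for 1 hr, then induced with copper sulfate (700 uM final) for 20 hr at ambient temperature before luminescence reading.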
# Menin MLL FP TR – inhibitors of human menin-MLL interaction, mutant MLL peptide; Menin + Texas Red MLL mutant peptide, fluorescence polarization; Potency, µM (series often up to 61.6 µM), for inactives: at the highest dose FP activity change, negative = inhibition, actives largely listed as inhibitors; 270,000 tested, 0.23% active; active = well fitted inhibition curve with a large enough effect in the polarisation, with a control signal flat, not every such curve was filed as active; inconclusive = small, poorly fitted or top-dose-only effect, or effect the other way, or a change in a side signal; inactive = no such curve, though single readings can be large or run the other way; the % refers to the polarisation; note: potency is the fitted concentration of half-maximal effect; % of control where 0% means no effect; many of its hits are not listed in these tables
# Target sequence (O00255 whole entry, looked up): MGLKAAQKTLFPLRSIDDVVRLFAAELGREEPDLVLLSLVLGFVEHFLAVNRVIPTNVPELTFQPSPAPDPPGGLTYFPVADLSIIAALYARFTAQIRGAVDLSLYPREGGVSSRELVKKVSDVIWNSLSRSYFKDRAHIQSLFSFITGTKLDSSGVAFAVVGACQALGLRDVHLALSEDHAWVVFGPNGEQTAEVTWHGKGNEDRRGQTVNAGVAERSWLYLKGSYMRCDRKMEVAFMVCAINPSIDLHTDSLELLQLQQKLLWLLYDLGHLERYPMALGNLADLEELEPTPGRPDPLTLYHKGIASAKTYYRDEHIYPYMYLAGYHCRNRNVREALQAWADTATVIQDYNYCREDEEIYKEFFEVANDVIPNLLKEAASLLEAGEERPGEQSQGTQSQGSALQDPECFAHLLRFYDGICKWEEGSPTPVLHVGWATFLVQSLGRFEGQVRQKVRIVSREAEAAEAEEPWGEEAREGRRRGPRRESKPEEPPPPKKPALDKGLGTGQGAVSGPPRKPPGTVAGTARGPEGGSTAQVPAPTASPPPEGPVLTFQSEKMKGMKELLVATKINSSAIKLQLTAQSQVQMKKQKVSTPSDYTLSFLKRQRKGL
# p53 reactivator – restores transcriptional activity of mutant p53. 320,000 tested, 0.063% active. H1299 p53-A138V BP100-luciferase reporter, luminescence, 24 h. Potency, µM (doses to about 92.2 µM), inactives show at the top dose activity change, positive = activation, actives largely listed as activators; note: potency is the fitted concentration of half-maximal effect; % of control where 0% means no effect; nearly all actives have a fitted effect of over 45% in size
#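 p53-null H1299 cells stably carrying temperature-sensitive p53-A138V and a BP100-luciferase reporter were pinned with compounds (4-point, 1:5 series) and held 24 hrs at 37 deg C. Luminescence was read 10 min after detection reagent.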
# ELG1 genotoxic – inducers of genotoxicity in HEK293T ELG1-luciferase cells; HEK293T ELG1-luciferase reporter, luminescence, 16 h; Potency, µM (highest dose often 46 µM), for the others: at the top dose activity change, positive = activation, usual class: activators; 330,000 tested, 1.3% active; note: potency is the fitted concentration of half-maximal effect; % of control where 0% means no effect; nearly all actives have a fitted effect of over 60% in size
#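 16 hr compound incubation (37 °C, 5% CO2) of HEK293T cells carrying luciferase-tagged ELG1; luciferase then measured by ONE-Glo luminescence after 30 min at RT.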
# Rab9 prom act – activates the Rab9 promoter; Huh7 Rab9 promoter-luciferase reporter, luminescence, 24 h; Potency, µM (series often up to 9.22 µM), inactives show at the highest dose activation, negative = inhibition, actives largely listed as activators; 320,000 tested, 2.8% active; AID 485297; note: potency is the fitted concentration of half-maximal effect; % of control where 0% means no effect; nearly all actives have a fitted effect of over 60% in size
#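 Huh7 reporter line, Rab9 promoter upstream of luciferase. Compound exposure 24 h at 37 °C in reduced-serum medium with 10% FBS. Read-out: luminescence.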
# Gal4-VP16 FLuc – Gal4-VP16 reporter inhibition counter-screen. Drosophila S2 Gal4-VP16 UAS-luciferase, luminescence, 20 h. Potency, µM (doses to about 53.6 µM), without a hit: at the highest dose activity, negative = inhibition, actives largely listed as inhibitors. 310,000 tested, 3.5% active. AID 2546;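 note: Gal4-VP16 expression switched on by copper sulfate through the metallothionein promoter; potency is the fitted concentration of half-maximal effect; % is set by controls: 0 for no effect and ±100 for the full control effect; nearly all actives have a fitted effect of over 50% in size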
# PKM2 activator – activators of human pyruvate kinase M2 | P14618 | purified PKM2, Kinase-Glo ATP luminescence, activation; response scale: 0% is enzyme alone, no compound | Potency, µM (doses to about 57.5 µM), for the others: top-dose activation, usual class: activators | 260,000 tested, 0.34% active | AID 1631; note: potency is the fitted concentration of half-maximal effect; % is set by controls: 0 for no effect and ±100 for the full control effect; nearly all actives have a fitted effect of over 55% in size
#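 Purified hPK-M2 (>95% pure) converted ADP (0.1 mM final) to ATP with 0.5 mM PEP in 50 mM imidazole pH7.2, KCl, MgCl2, Tween 20, BSA; 1 h at room temperature. ATP detected by Kinase-Glo luminescence.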
# FLuc counter – inhibits or activates purified firefly luciferase, miR-21 counter-screen | P08659 | purified FLuc, Km substrates, luminescence inhibition | Potency, µM (top dose mostly 57.5 µM), for the others: at the highest dose activity change, negative = inhibition, actives largely listed as inhibitors | 360,000 tested, 6.9% active | AID 588342;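 note: potency is the fitted concentration of half-maximal effect; plate controls were vehicle for no effect and reference inhibitor for full effect; nearly all actives have a fitted effect of over 55% in size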
#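 Purified P. pyralis luciferase, 10 nM final, with Km-level 10 uM D-luciferin and 10 uM ATP in 50 mM Tris acetate pH 7.5, 10 mM Mg acetate, 0.01% Tween-20, 0.05% BSA; 6-point qHTS titration about 60 µM downward; luminescence read.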
# BRCA1 expr up – BRCA1 expression activation; MCF7-BRCA1-FFLuc reporter, luminescence, 48 h; response scale: scaled: vehicle 0%, 10 µM genistein 100%; Potency, µM (doses to about 46.1 µM), for the others: top-dose activation, usual class: activators; 380,000 tested, 1.1% active; AID 624202; note: potency is the fitted concentration of half-maximal effect; nearly all actives have a fitted effect of over 80% in size; some results filed as inactive show a strong effect at the top dose
#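 Luminescence from a BRCA1-driven firefly luciferase in MCF7 cells was the read-out, taken 15 min after substrate addition following 48 h compound exposure at 37 °C. Data were normalized to a 10 microM genistein control and DMSO vehicle.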
# Giardia killer – kills Giardia lamblia | activity change, % at 7.66 µM, hits read low | AID 540267 | Giardia lamblia trophozoite viability | 340,000 tested, 0.15% active; in the data active = activity change below about -80%; inconclusive = between about -30% and that limit;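 note: parasites exposed to compound for two days anaerobically before the ATP read; % is set by controls: 0 for no effect and ±100 for the full control effect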
#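 Killing of trophozoites was scored by loss of ATP luminescence after a 48 hrs anaerobic exposure to compounds at 37 deg C, using 100 cells per well.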
# Starred values were filed as active, the others as inactive; ? = inconclusive; / = no result given; [ ] = dose if it differs, or a comment. Unless noted, calls come from the whole dose curve; as a rule, active = well fitted curve in the direction sought with a large enough effect; inconclusive = small, poorly fitted or top-dose-only effect, or another doubt; inactive = no such curve, though single readings can be large; an effect the other way counts as inactive or inconclusive.
SMILES,NPC1 prom act,RORg inh,Menin MLL FP TR,p53 reactivator,ELG1 genotoxic,Rab9 prom act,Gal4-VP16 FLuc,PKM2 activator,FLuc counter,BRCA1 expr up,Giardia killer
Cc1nc2c(-c3ccccc3)c(C)nn2c(N)c1-c1ccccc1,2.2µM*,?,4%,?,?,1.6µM*,?,5%,1.1µM*,?,-19
Cc1cc(NC(=O)CCC(=O)N(Cc2ccco2)C(C(=O)NC2CCCC2)c2ccccc2F)no1 (configuration not stated),2%,13%,-22%,-3%,-5%,1%,-7%,/,2%,-18%,6
CC1(C)CC(NC(=O)c2sc3cc(Cl)ccc3c2Cl)CC(C)(C)N1,-5%,5%,-11%,-10%,7%,-6%,0%,3%,0%,0%,6
Cn1sc(=O)c2cc(S(=O)(=O)NC3CC3)ccc21,1%,?,/,-10%,-1%,-3%,?,5%,-10%,17%,-16
COc1cccc(CNC(=O)CSc2nc(=O)n(Cc3ccncc3)c3c2CCC3)c1,-1%,/,/,1%,0%,2%,/,/,0%,2%,6
C=CCNC(=O)c1ccccc1NC(=O)c1ccccc1SC,-5%,-2%,0%,-4%,-5%,-11%,-9%,14%,-7%,2%,7
Cc1nc2c(Cl)c(C)nn2c2c1CCC2,-3%,2%,2%,3%,4%,-8%,3%,2%,2%,9%,3
Cn1c(=O)n(C)c2cc3[nH]cnc3cc21,-4%,-30%,/,-2%,6%,12%,2%,/,0%,-13%,19
COc1ccc(CC(=O)OCC(=O)Nc2ccc(Cl)c(S(=O)(=O)N(C)C)c2)cc1,-3%,31%,4%,0%,1%,0%,5%,2%,-19%,-1%,-13
COc1ccc(CCNC(=O)COc2cc(O)c3c(c2)OC(C)(C)CC3=O)cc1,1%,-11%,-4%,5%,-3%,-3%,-3%,2%,2%,-15%,-1
COC(=O)c1ccc(C(=S)N2CCCCC2)cc1,0%,-19%,-16%,-2%,2%,-4%,-1%,-3%,-1%,4%,1
Cc1nn(-c2ccccc2)c(Cl)c1/C=N/Nc1nnc(C)c(=O)[nH]1,-5%,10%,-36%,-5%,-6%,-4%,-15%,5%,-2%,?,8
O=C(Nc1ccc(Cl)cc1)N1CC=CCC1,?,-7%,1%,?,22%,?,6%,-1%,17µM*,7.9µM*,12
CCOC(=O)C(=CNc1ccc(Oc2cccnc2)nc1)C(=O)OCC,-1%,-3%,/,-3%,-7%,1%,-5%,-1%,2%,4%,?
Cc1cccc2c3c([nH]c12)CCNC3,0%,-3%,14%,0%,-1%,2%,7%,1%,-9%,-18%,14
CCOc1cc(CNCCc2ccc(S(N)(=O)=O)cc2)ccc1OCC(=O)NC(C)(C)C,/,-24%,-1%,/,/,/,-13%,-8%,2%,-28%,-11
COc1cc(/C=N/NS(=O)(=O)c2ccc3ccccc3c2)ccc1OCCN1CCOCC1,2%,-25%,-1%,-4%,7%,0%,-14%,-2%,-3%,27%,14
O=C(Nc1nnc(CCOCCOCCc2nnc(NC(=O)c3ccco3)s2)s1)c1ccco1,-2%,4%,8%,-1%,-1%,2%,19%,0%,6%,2%,-23
Nc1c(C(=O)NCc2ccco2)sc2nc(N3CCOCC3)c3c(c12)CCCC3,-3%,-12%,10%,6%,-6%,0%,-1%,6%,?,-28%,10
Cc1ccc(C(Sc2ccccc2)C(Cn2cncn2)C(=O)c2ccccc2)cc1 (configuration not stated),3%,0%,0%,13%,-20%,0%,-8%,-24%,7%,-36%,-4
O=c1nc(N2CCCCCC2)nc(N2CCCCCC2)[nH]1,-5%,13%,?,4%,-3%,-2%,-3%,-4%,0%,0%,-21
CCC1(C)COC(C)(CC(=O)NNC(=O)Nc2ccccc2)OC1 (configuration not stated),-4%,0%,1%,-2%,0%,-4%,-5%,6%,-1%,1%,-10
O=C(NC1CC1)c1cc(Cl)nc2ccccc12,-4%,/,/,6%,3%,-1%,/,/,10%,1%,4
CCOc1cc(N2CCOCC2)c(OCC)cc1NC(=O)C1CC(=O)N(c2ccccc2OCC)C1 (configuration not stated),3%,/,/,1%,1%,-5%,/,/,/,-8%,-8
CC(OC(=O)c1nsc(Cl)c1Cl)C(=O)NC1CCCCC1 (configuration not stated),0%,-7%,/,6%,0%,-3%,6%,/,0%,-14%,-11
NC(=O)c1nsc(C(=O)N(c2cccc(F)c2)C(C(=O)NCC2CCCO2)c2c[nH]c3ccccc23)c1N (configuration not stated),-5%,8%,16%,1%,1%,-2%,0%,2%,0%,-40%,7
COc1cc(/C=C(/C#N)c2ccccc2)ccc1Oc1ccc([N+](=O)[O-])cn1,-5%,?,0%,-3%,-7%,-12%,?,4%,0%,-54%,0
C/C(=N\Nc1nccnc1Cl)c1ccc(Cl)c(Cl)c1,18%,?,-1%,6%,7%,18%,?,-11%,21µM*,9%,-1
CC(C)Oc1ccc(CC2CCC(=O)N(C)C2=O)cc1 (configuration not stated),-2%,?,-5%,3%,0%,0%,21%,5%,-2%,25%,8
C/C(=N\NC(=O)COc1ccc(C)cc1[N+](=O)[O-])c1cccs1,20%,4%,-16%,-6%,-2%,15%,-6%,/,-19%,65%,5
Cc1ccc(C(=O)NCc2ccccn2)c(Cl)c1,23%,-20%,0%,?,17%,?,19%,4%,?,84%,-9
O=C(COc1ccc(Br)cc1)Nc1ccncc1,-3%,-22%,-14%,3%,0%,1%,?,3%,?,12%,-1
S=C(NCCc1ccccn1)Nc1ccccc1Cl,4%,6.3µM*,0%,11%,2%,2%,13µM*,-15%,-2%,38%,6
CC(=O)Nc1nc(=S)ss1,-2%,23%,14%,5%,-5%,-6%,-1%,-21%,-5%,-19%,9
O=C(c1ccc(NC2=NC3CS(=O)(=O)CC3S2)cc1)N1CCN(c2ccc(F)cc2)CC1 (configuration not stated),0%,10%,8%,/,8%,0%,1%,-5%,-2%,0%,1
N#CCCn1cc(C(N)=O)c(-c2cccs2)n1,-1%,1%,-14%,-3%,4%,1%,0%,1%,-3%,7%,-2
C=CCOC(=O)C1=C[C@@H](c2cn(C(C)=O)c3ccccc23)C[C@@H](OCCCCO)O1,-1%,6%,15%,-3%,-5%,0%,-4%,4%,1%,-7%,-14
Fc1ccccc1COc1ccc(Br)cc1CNCc1ccncc1,5%,?,?,-7%,-24%,0%,?,-7%,0%,-44%,-5
COC(=O)c1ccccc1NC(=O)CSc1nnc(-c2ccncc2)o1,1%,5%,-1%,6%,0%,-3%,4%,11%,9%,1%,-9
O=C1C2CC(O)CN2C(=S)N1Cc1ccccc1 (configuration not stated),-1%,0%,/,2%,0%,-3%,-9%,7%,0%,0%,-18
CCN(CC(=O)Nc1ccc2c(c1)OCCO2)C(=O)c1cc(S(=O)(=O)N2CCOCC2)ccc1F,-2%,/,/,-6%,1%,0%,/,/,1%,6%,13
C/C(=N/Nc1ccccc1[N+](=O)[O-])c1ccc([N+](=O)[O-])cc1,0%,7%,22%,8%,3%,2%[1.84 µM],-1%,/,-1%,-12%,-8
Cc1ccc(NS(=O)(=O)c2cccc(C(=O)N/N=C/c3ccc4c(c3)OCCO4)c2)c(C)c1,-2%,-38%,-20%,2%,-1%,1%,-34%,3%,11µM*,-17%,3
O=C(CN1C(=O)COc2ccccc21)N1CCc2ccccc21,2%,-9%,8%,-4%,0%,1%,1%,-10%,-2%,8%,-4
COc1ccc(-c2nn(-c3ccccc3)cc2/C=N/N=C(N)N)cc1OC,-1%,25%,1%,-8%,0%,-14%,-7%,5%,-5%,-86%,3
COc1ccc(N(C(=O)c2snc(C(N)=O)c2N)C(C(=O)NCc2ccccc2)c2ccc(O)cc2)cc1OC (configuration not stated),-3%,15%,20%,-2%,5%,-1%,?,0%,0%,-15%,3
COc1ccc(CCNCc2csc3nc4ccccc4n23)cc1OC,-4%,-34%,-12%,5%,-11%,-9%,6.3µM*,-6%,-1%,-34%,11
Cc1c(NC(=O)c2ccc(N(Cc3ccccc3)S(C)(=O)=O)cc2)c(=O)n(-c2ccccc2)n1C,-5%,2%,-1%,3%,-3%,-4%,3%,0%,-14%,-17%,-22
COC(=O)c1ccc(NC(=O)CSc2nc(=O)cc(N)n2-c2ccccc2)cc1,0%,3%,-6%,-5%,-2%,-10%,-13%,-3%,0%,-15%,-29
O=C(NCc1ccc2c(c1)OCO2)c1ccc(C2SCC(=O)N2Cc2ccco2)cc1 (configuration not stated),2%,45%,-14%,-4%,-7%,7%,-3%,?,-2%,-24%,6

# Only part of the results is shown (hit frequency here may not be typical).
